High-throughput results from PubChem BioAssay.
HIV peptide binding = cell-free HIV fusion peptide-binding blockers – biochemical, uHTS, fluorescence dequenching, primary screen (AID 1986). cell-free peptide binding, fluorescence dequenching, 30 min; higher % means a stronger effect. inhibition, % at 20 µM, or IC50 in µM where a hit was titrated. 290,000 tested, 0.3% active; in the data active = inhibition mostly above about 52%, no sharp cut-off; inactive = mostly below about 76%; also: some results filed as inactive read as strong as hits
NOD2 inhibition = inhibition of NOD2-driven NF-kB reporter – cell-based, luminescence, uHTS, HEK293 (AID 1566); HEK293 NOD2/NF-kB luciferase reporter, luminescence; higher % means a stronger effect; one-dose inhibition, % at 4 µM; EC50 in µM for titrated hits; 290,000 tested, 0.63% active; also: many of its hits are not listed in these tables
SV40 large T antigen = TAg ATPase/helicase activity blockers – biochemical (AID 1903); inhibition, % at 20 µM, or IC50 in µM where a hit was titrated; 310,000 tested, 0.39% active; SV40 large T antigen ATPase/helicase inhibition assay; higher % means a stronger effect; in the data active = a potency from the dose series; inconclusive = inhibition mostly from about 32% at the one dose, without a potency; inactive = the rest, 99 in 100 with inhibition below about 32%; also: strong numbers were not always called active
KOR beta-arrestin-1 = KOR antagonists, beta-arrestin recruitment, cell-based, luminescence, uHTS (AID 1778) | KOR beta-arrestin recruitment, luminescence, antagonist mode; higher % means a stronger effect | inhibition, % at 10 µM; hits with a dose series show IC50 in µM | 290,000 tested, 0.091% active; also: strong numbers were not always called active
GPR55 antagonists = inhibition of LPI-stimulated GPR55 beta-arrestin translocation – imaging, U2OS, beta-arrestin-GFP, LPI agonist, primary screen (AID 2013). U2OS GPR55 beta-arrestin-GFP translocation imaging, LPI antagonism; higher % means a stronger effect. inhibition, % at 10 µM, or IC50 in µM where a hit was titrated. 290,000 tested, 0.13% active;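 active = spots per cell inhibited over 60%, with over 100 cells counted and total cytoplasm intensity under 500,000; inconclusive = wells with under 100 cells, flagged as likely toxic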;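 also: U2OS cells stably carrying GPR55 and arrestin-GFP stimulated by 5 µM LPI near EC80; imaged beta-arrestin-GFP aggregate spots per cell after agonist stimulation; plate controls were LPI-stimulated DMSO wells for no effect and DMSO wells without LPI for full effect; some results filed as inactive read as strong as hits; confirmed hits need IC50 under 10 µM and bright autofluorescent wells are also inconclusive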
KOR beta-arrestin-2 = kappa opioid receptor activators – cell-based, luminescence, uHTS, primary screen (AID 1777) | KOR beta-arrestin recruitment, luminescence; higher % means a stronger effect | 280,000 tested, 0.02% active | activation, % at 10 µM, or EC50 in µM where a hit was titrated; in the data active = activation above about 50%, passing the limit was not always enough; also: a part of the inactive calls stands beside numbers as strong as those of hits
MgcRacGAP inhibition = MgcRacGAP GTPase-activating activity inhibitors, confirmation, biochemical, ADP Hunter fluorescence; MgcRacGAP-stimulated Rac1 GTP hydrolysis, ADP Hunter fluorescence; higher % means a stronger effect; GST-tagged Rac1 F28L mutant substrate; one-dose inhibition, % at 30 µM; IC50 in µM for titrated hits; 340,000 tested, 0.6% active;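 active = first-screen hits whose inhibition reached a set limit at any dose in the follow-up dose series; inconclusive = inhibition above the set first-screen limit but never retested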;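 also: fluorescence reports GDP produced by GAP-driven GTP hydrolysis; strong numbers were not always called active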
GPR55 activation = selective activators of receptor GPR55 – imaging, U2OS cells, beta-arrestin-GFP redistribution, primary screen (AID 1961); activation, % at 10 µM, or EC50 in µM where a hit was titrated; U2OS GPR55 beta-arrestin-GFP redistribution imaging; higher % means a stronger effect; 290,000 tested, 0.048% active;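 active = activation above 40% with more than 50 cells counted in the well; inconclusive = wells holding fewer than 50 cells, flagged as toxic or sparse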;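 also: U2OS osteosarcoma cells stably expressing GPR55 and beta-arrestin-GFP; plate controls were DMSO negative control for no effect and LPI positive control for full effect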
NOD1 NF-kB reporter = inhibition of NOD1-driven NF-kB reporter – cell-based, luminescence, uHTS, primary screen (AID 1578); NOD1-driven NF-kB luciferase reporter cells, luminescence; higher % means a stronger effect; inhibition, % at 4 µM, or EC50 in µM where a hit was titrated; 290,000 tested, 1% active; in the data active = inhibition mostly above about 36%, no sharp cut-off; inactive = mostly below about 34%;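 also: HEK-293T reporter cells stimulated with the NOD1 agonist gamma-tri-DAP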
An asterisk follows results filed as active; ? = inconclusive; nt = not tested or not shown; [ ] = another dose, or the depositor's remark. Rule as the data show it, unless noted: active = inhibition above about 50%; inactive = the rest. The list is partial (hit frequency here may not be typical).

Order of results: HIV peptide binding	NOD2 inhibition	SV40 large T antigen	KOR beta-arrestin-1	GPR55 antagonists	KOR beta-arrestin-2	MgcRacGAP inhibition	GPR55 activation	NOD1 NF-kB reporter
[1] CSCC[C@H](N)C(=O)N1CCC(C(=O)N[C@@H](C)C(=O)NCc2ccc(F)cc2)CC1
  1.1%	-4.7%	9.3%	-5.9%[20 µM]	-5.7%	4.3%	-1.7%	-0.2%	-23.8%
[2] COc1ccc(S(=O)(=O)N2CCCCC2)cc1Br
  2.3%	-14.7%	0.4%	-23.9%	11.8%	0.3%	4.2%	-0.1%	-3.6%
[3] CCN(Cc1ccccc1)C(=O)c1cccnc1
  1.9%	9.6%	10.7%	0.8%	-6.6%	-4.1%	8.8%	-0.2%	-11.2%
[4] C/C(=N/OC(=O)c1ccc(C)cc1)c1ccc(N2C(=O)C3CCCCC3C2=O)cc1 (stereo not drawn)
  -2.8%	-14.4%	19.2%	-10.0%	-4.3%	-0.2%	7.3%	0.0%	16.7%
[5] Fc1ccccc1OCCCCCN1CCCC1
  -1.3%	6.1%	24.1%	10.1%	8.1%	4.6%	10.2%	0.0%	-3.8%
[6] CC1CCCN(CCCNC(=O)C2CCCN(c3ncnc4c3nc3n4CCCCC3)C2)C1 (stereo not drawn)
  0.5%	9.1%	11.7%	-8.7%	6.7%	-4.1%	9.6%	-0.1%	-19.4%
[7] Cc1cccc(N2C(=O)c3ccccc3C2=O)n1
  -0.6%	1.1%	4.5%	-30.3%	-1.5%	1.7%	4.3%	-0.1%	-7.5%
[8] O=C(NN1C(=O)C2C3c4ccccc4C(c4ccccc43)C2C1=O)c1ccc(Cl)cc1 (stereo not drawn)
  0.6%	1.0%	5.5%	17.0%	-5.5%	19.8%	8.4%	-0.2%	-8.6%
[9] Cc1onc(-c2ccccc2)c1C(=O)Nc1ccc(S(=O)(=O)Nc2nccs2)cc1
  2.0%	25.3%	18.4%	11.0%	12.3%	2.7%	3.6%	-0.1%	1.6%
[10] CC1CCCCN1CCNC(=O)c1ccc2c(=O)n(Cc3ccc(Cl)cc3)c(=S)[nH]c2c1 (stereo not drawn)
  0.7%	17.9%	11.9%	-0.9%	31.3%	-5.8%	6.3%	-0.1%	-13.1%
[11] Cc1ccc(OCC(O)CN2C(=O)NC(C)(C)C2=O)cc1C (stereo not drawn)
  1.1%	8.5%	2.1%	2.9%	7.4%	-6.5%	6.2%	-0.3%	-6.7%
[12] CCc1ccc(NC(=O)C(C)OC(=O)c2ccc(NS(=O)(=O)c3ccc(C)c([N+](=O)[O-])c3)cc2)cc1 (stereo not drawn)
  30.3%	38.2%	11.9%	-39.9%	9.2%	15.9%	-0.8%	0.1%	43.8%
[13] Cc1ccc(C(=O)Nc2nc(=O)n(C(=O)c3ccccc3Cl)s2)cc1
  6.2%	-3.0%	7.0%	-33.0%	1.1%	2.1%	15.0%	0.3%	-20.9%
[14] CN(C)S(=O)(=O)N1CCCN(S(=O)(=O)N(C)C)CC1
  -1.0%	20.4%	8.5%	12.1%	2.9%	1.4%	3.2%	0.2%	-20.1%
[15] O=S(=O)(c1ccc(Br)s1)N1CCN(c2ccccc2)CC1
  -0.6%	-39.1%	nt	-14.9%	14.3%	-9.8%	9.5%	0.3%	-13.7%
[16] CN(CC1CCOCC1)C(=O)CC1C(=O)NCCN1Cc1cccc(Oc2ccccc2)c1 (stereo not drawn)
  -0.6%	6.7%	9.3%	-13.4%	4.2%	0.5%	-8.6%	-0.3%	-30.4%
[17] CCN1CCCC1CNC(=O)c1cc2cc(F)ccc2[nH]1 (stereo not drawn)
  0.7%	-8.0%	8.9%	4.2%	5.0%	15.1%	9.3%	-0.1%	-16.3%
[18] CN1CCN(C(=O)CSc2nc(-c3cccs3)ccc2C#N)CC1
  9.4%	-22.5%	13.8%	-3.7%	10.7%	-5.4%	10.2%	0.0%	-3.4%
[19] S=c1[nH]cnc2scc(-c3ccc(Cl)cc3)c12
  -2.4%	33.0%	6.1%	10.6%	10.3%	5.4%	nt	-0.1%	-2.8%
[20] C/C(=N\N=C(/N)SC1CC(=O)N(c2cccc(Cl)c2)C1=O)c1cccs1 (stereo not drawn)
  15.7%	-6.0%	-6.5%	-27.9%	-1.1%	6.8%	3.4%	0.2%	10.0%
[21] CN1CCN(c2ncc(CN3C(=O)c4ccccc4C3=O)s2)CC1
  -0.3%	20.4%	11.4%	-19.1%	-9.0%	-9.5%	-0.2%	0.6%	-11.6%
[22] CCOC(=O)C1=C(C)N=c2s/c(=C\c3ccc(C(=O)O)cc3)c(=O)n2C1c1ccc(F)cc1 (stereo not drawn)
  51.4%	17.4%	7.8%	-8.0%	-1.8%	-3.4%	28.0%	1.1%	-1.3%
[23] Cn1c(N)c(C(=O)COC(=O)c2ccccn2)c(=O)n(C)c1=O
  -0.2%	10.2%	6.9%	16.0%	1.4%	-2.5%	-3.0%	-0.3%	-27.0%
[24] Cc1ccc2c(c1)cc(CN(Cc1cccnc1)C(=O)c1ccccc1)c1nnnn12
  0.7%	2.8%	0.1%	-59.3%[20 µM]	4.1%	nt	6.1%	0.2%	-33.2%
[25] C=CCN=c1scc(-c2ccc(F)cc2)n1/N=C/c1ccccn1
  0.6%	-61.5%	19.7%	4.4%	6.9%	1.8%	5.4%	0.2%	-20.2%
[26] CCCCN(CCCC)C1=Nc2ccccc2N/C1=C(/C#N)C(=O)OCC
  0.9%	7.6%	4.7%	25.6%	10.9%	-0.7%	8.2%	-0.1%	1.8%
[27] Oc1ccc2ccccc2c1-c1sc(Nc2ccccc2)n[n+]1-c1ccc(F)cc1
  144.3%	9.8%	18.7%	-38.5%[20 µM]	15.1%	1.9%	8.0%	0.0%	7.5%
[28] COc1ccc(/C=C/C(=O)Nc2ccccc2)cc1S(=O)(=O)N1CCOCC1
  -0.5%	21.6%	13.0%	6.9%	-10.2%	1.4%	6.7%	-0.1%	-11.1%
[29] COc1ccc(CN2CCC(N3CCC(C(=O)N4CCOCC4)CC3)CC2)c(F)c1
  0.3%	13.7%	6.4%	-27.1%	1.9%	3.4%	1.5%	-0.1%	-26.1%
[30] Cc1ccccc1NC(=O)Nc1ccc(C(F)(F)F)cc1
  2.7%	-34.2%	3.3%	-21.5%	7.5%	-5.1%	8.4%	-0.1%	-35.3%
[31] Cn1nc(C(F)(F)F)c(-c2ccccc2)c1N
  0.4%	8.7%	4.6%	-19.3%	1.1%	1.8%	6.4%	0.0%	-7.3%
[32] Cc1cc(C)cc(N(CC(=O)NCC2CCCO2)C(=O)CCC(=O)Nc2nccs2)c1 (stereo not drawn)
  -1.0%	7.6%	4.0%	35.0%	-6.5%	-1.0%	-1.4%	0.6%	-39.0%
[33] Cc1cc(N2CCC(C)CC2)nc2cccc(O)c12
  -2.4%	5.4%	6.3%	0.4%	1.5%	2.0%	3.0%	0.9%	4.2%
[34] COC(=O)c1ccccc1NC(=O)Nc1cnccn1
  -2.4%	3.3%	4.1%	12.4%	10.0%	2.3%	10.4%	0.1%	-15.1%
[35] COc1cccc(NC(=O)CNC(=O)Cn2cnc3sc4c(c3c2=O)CCCC4)c1
  -0.7%	9.1%	6.5%	-19.0%	3.8%	-2.9%	-13.7%	0.1%	-28.5%
[36] CC1CC(C)CN(S(=O)(=O)c2cc3c(cc2Cl)NC(=O)CO3)C1 (stereo not drawn)
  3.0%	12.6%	nt	-30.0%[20 µM]	3.5%	-2.4%	-3.8%	0.7%	-2.6%
[37] c1ccc2c(c1)nnn2Cc1nnc2sc(-c3ccncc3)nn12
  2.1%	20.2%	11.5%	-7.2%	-4.4%	-1.9%	7.9%	0.2%	26.2%
[38] Cc1ccc(C(=O)COc2ccccc2-c2ccccc2)cc1
  0.2%	11.9%	3.6%	12.2%	-4.2%	-2.8%	-15.8%	-0.2%	7.2%
[39] Cc1ccn2c(CNCC3COCCO3)c(C(=O)N3CCCCCC3)nc2c1 (stereo not drawn)
  1.9%	-0.9%	1.4%	17.1%	7.1%	-3.0%	4.7%	0.2%	-33.5%
[40] C=CCNC(=O)C1CC1(c1ccc(C)cc1)c1ccc(C)cc1 (stereo not drawn)
  0.4%	-0.5%	4.2%	-37.7%[20 µM]	8.8%	4.1%	7.2%	0.1%	10.2%
[41] CCOC(=O)c1c(S(=O)(=O)N2CCN(C3CCCCC3)CC2)c(C)n(C)c1C
  0.0%	4.0%	0.0%	-35.4%	-9.2%	6.2%	1.6%	0.1%	-28.8%
[42] Cc1ccc(O)c(C(=O)c2cnc3c(c2)COc2ccc(C)cc2-3)c1
  -2.0%	nt	6.2%	-3.0%	-3.1%	2.5%	3.8%	1.6%	nt
[43] CCCC(=O)Nc1nnc(CC(=O)N2CCCC2)s1
  -2.8%	-15.9%	-2.2%	-81.4%	-3.6%	-7.9%	3.5%	-0.1%	32.5%
[44] CCN(CC)S(=O)(=O)c1cccc(NC(=O)COC(=O)CCC(=O)c2cccs2)c1
  0.8%	-6.0%	2.1%	13.4%	6.6%	-5.1%	13.3%	0.2%	-11.5%
[45] CCSc1nc(-c2ccccc2)c(C#N)c(=O)[nH]1
  3.2%	20.0%	1.2%	3.7%	0.7%	2.4%	3.2%	-0.3%	-11.8%
[46] Cc1cc(=O)oc2cc(OCC(=O)Nc3nnc(C(C)C)s3)ccc12
  -1.0%	14.5%	13.8%	-18.1%	-3.3%	1.5%	4.8%	0.3%	-43.6%
[47] COc1ccc(OC)c(-c2cc(C(=O)Nc3ccc(F)cc3F)no2)c1
  0.4%	13.0%	5.1%	-13.7%	1.3%	6.2%	8.9%	-0.3%	4.7%
[48] C=CCn1c(N)cc(=O)nc1SC(C)C(=O)Nc1ccc(C(=O)OCC)cc1 (stereo not drawn)
  0.6%	7.7%	-9.3%	-29.9%	-7.7%	7.0%	0.5%	-0.1%	-32.4%
[49] Cc1cc(C)c2c(C)nn(C3CCCCC3)c2n1
  -1.1%	7.7%	9.8%	0.7%	-2.6%	-1.6%	4.6%	-0.1%	6.0%
[50] COc1ccc(C=Nc2ccc3[nH]ncc3c2)c(O)c1
  6.4%	18.4%	27.6%	-17.9%[20 µM]	-2.8%	nt	35.3µM*	-0.1%	2.8%
[51] CCN(CC(=O)NCc1ccc(F)cc1)C(=O)COc1ccc2ccccc2c1
  1.6%	-14.4%	6.5%	-9.5%	2.6%	-1.1%	?	0.1%	-33.0%
[52] O=C(Cc1ccc(F)cc1)Nc1nnc(SCC(=O)NC2CCCC2)s1
  1.2%	15.8%	-5.0%	-14.3%	8.3%	-4.6%	6.0%	0.3%	-18.1%
[53] Clc1ccccc1Cn1nnc2ccccc21
  -1.2%	26.9%	2.5%	8.1%	15.2%	-3.2%	7.9%	-0.1%	-1.1%
